Bioassay records (PubChem BioAssay)
GPR151 activ = activators of human GPR151. 650,000 tested, 1% active. activation, % at 11.2 µM. PathHunter beta-arrestin GPR151 cells, luminescence; in the data active = activation above about 4.9%;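 note: 0% = median of compound wells and 100% = cells with positive control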
Target sequence (Q8TDV0 whole entry, looked up): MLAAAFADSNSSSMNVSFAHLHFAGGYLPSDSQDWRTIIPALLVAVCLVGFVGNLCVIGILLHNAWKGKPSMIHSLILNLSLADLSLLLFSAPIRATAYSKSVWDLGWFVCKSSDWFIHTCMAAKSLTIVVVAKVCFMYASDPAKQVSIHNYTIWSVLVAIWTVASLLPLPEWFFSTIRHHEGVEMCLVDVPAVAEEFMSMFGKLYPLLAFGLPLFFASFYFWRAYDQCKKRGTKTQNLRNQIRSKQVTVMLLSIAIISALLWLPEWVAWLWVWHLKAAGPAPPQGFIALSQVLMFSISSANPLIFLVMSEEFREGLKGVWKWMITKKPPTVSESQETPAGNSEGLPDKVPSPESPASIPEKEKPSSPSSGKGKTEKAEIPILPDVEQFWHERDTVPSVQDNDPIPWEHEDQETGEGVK
TEAD-YAP inh = TEAD-YAP interaction inhibition | 640,000 tested, 1.4% active | HEK-TIYL cells, TEAD-Gal4/YAP UAS-luciferase luminescence | AID 1259422 | inhibition, % at 9.12 µM; in the data active = inhibition above about 32%;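 note: 0% = median of test compound wells and 100% = reference inhibitor wells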
FBW7 act = activators of human E3 ligase FBW7; Q969H0; AlphaScreen FBW7–phospho-cyclin E peptide binding, activator screen; normalized activity (activation), % at 26.1 µM; 650,000 tested, 0.13% active; AID 1259310; in the data active = normalized activity above about 1.9%;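 note: purified mutant Fbw7 with reduced substrate affinity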
MITF inh = blocks human microphthalmia-associated transcription factor; O75030; AlphaScreen MITF homodimerization, bead proximity signal; inhibition, % at 2.6 µM; 650,000 tested, 0.91% active; in the data active = inhibition above about 50%;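 note: 0% = vehicle wells with protein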
Target sequence (O75030 whole entry, looked up): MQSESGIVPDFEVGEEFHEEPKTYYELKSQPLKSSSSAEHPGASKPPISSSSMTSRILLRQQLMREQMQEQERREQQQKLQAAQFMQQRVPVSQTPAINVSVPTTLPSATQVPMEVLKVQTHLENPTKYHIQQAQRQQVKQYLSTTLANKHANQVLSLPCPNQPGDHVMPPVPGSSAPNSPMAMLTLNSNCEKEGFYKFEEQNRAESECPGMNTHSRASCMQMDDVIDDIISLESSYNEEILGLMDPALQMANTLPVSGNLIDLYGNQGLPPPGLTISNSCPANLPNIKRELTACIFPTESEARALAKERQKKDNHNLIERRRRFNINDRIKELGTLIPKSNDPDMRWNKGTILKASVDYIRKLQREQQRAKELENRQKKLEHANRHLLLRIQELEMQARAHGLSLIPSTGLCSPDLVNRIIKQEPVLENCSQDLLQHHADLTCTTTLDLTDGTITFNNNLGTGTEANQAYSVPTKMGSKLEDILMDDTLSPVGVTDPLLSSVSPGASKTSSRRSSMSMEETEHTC
Starred values were filed as active, the others as inactive; nt = no result given.

Compound	GPR151 activ	TEAD-YAP inh	FBW7 act	MITF inh
Fc1ccccc1Cn1nnc2c(-n3ccnc3)ncnc21	-0.8	2	0.6	-21
COc1ccccc1CNC(=O)c1noc2c1COc1ccccc1-2	-2.4	-2	-0.1	-6
COc1cccc(C2C(C(=O)Nc3ccccn3)=C(C)NC3=C2C(=O)CC(C)(C)C3)c1 (stereo unspecified)	0.1	-17	-0.1	1
COc1ccccc1Nc1nc(-c2cccc([N+](=O)[O-])c2)cs1	0.7	-35	-0.1	3
COc1cccc(C=Nc2ccc(C)cc2)c1OC	-1.0	-4	0.5	-3
CCOC(=O)c1cccc(NC(=O)COc2ccc(Br)cc2C(C)(C)C)c1	0.4	-5	-0.1	-1
CC(C)OC(=O)C(Cc1c[nH]c2ccccc12)NC(N)=O (stereo unspecified)	0.9	5	0.0	13
COc1ccc2c(-c3ccccc3)cc(=O)oc2c1	-0.9	-53	0.3	2
Cc1cc2ccccc2n1CCNS(=O)(=O)c1ccc(Br)cc1	2.3	-1	-0.4	10
CC1(C)CC(=O)C2=C(C1)Nc1ccc3ccccc3c1C2c1ccc(I)cc1 (stereo unspecified)	1.4	6	0.0	-11
NC(=O)c1ccc(-c2nc(NCCN3CCOCC3)c3ncn(-c4ccccc4)c3n2)cc1	3.6	61*	0.0	7
CCn1c(SCC(=O)NC2CCCCC2)nnc1C(C)NC(=O)c1ccc(C)cc1 (stereo unspecified)	-0.7	8	0.0	7
CC(C)Oc1ccccc1OCCn1cnc2ccccc2c1=O	-0.6	-7	0.0	-9
COc1ccc(S(=O)(=O)Nc2ccccc2C(=O)NCc2ccccc2)cc1C	-0.9	5	0.7	12
Cc1cc(Cl)ccc1OCCCC(=O)NN=C1CCCCC1	1.1	9	0.2	10
Oc1ccccc1C1=NC(c2ccc(F)cc2)NC(c2cccnc2)C1 (stereo unspecified)	2.9	1	-0.1	-1
CSc1nnc2c(n1)OC(c1ccncc1)Nc1ccccc1-2 (stereo unspecified)	-1.9	13	0.2	14
CCCCCOC(=O)CSc1nnc(-c2ccccc2)o1	0.7	-4	0.1	14
C=CCNC(=O)c1ccc2c(=O)n(CCC3=CCCCC3)c(=S)[nH]c2c1	0.6	-4	0.1	2
COc1ccccc1NS(=O)(=O)c1ccc(O)c(C(=O)OCC(=O)c2ccccc2)c1	1.5	12	-0.1	6
O=C(NCc1n[nH]c(=S)n1-c1ccc(F)cc1)c1ccc(S(=O)(=O)N2CCCCC2)cc1	-0.1	2	0.0	-8
CCOC(=O)CNC(=O)N1CCCC(N2CCN(c3ccccc3)CC2)C1 (stereo unspecified)	-1.3	-6	0.0	-3
Cn1c(/C=C/C(=O)NCc2ccco2)nc2ccccc21	0.7	5	0.0	-2
CS(=O)(=O)N(CC(=O)NCc1ccc2c(c1)OCO2)c1ccc(F)c(Cl)c1	0.5	7	0.1	-4
COc1ccc(-c2nc3ccccc3o2)cc1N	-5.5	19	-0.1	0
CC(NC(=O)/C=C/c1ccc([N+](=O)[O-])cc1)c1ccccc1 (stereo unspecified)	0.1	-5	-0.1	-18
COc1cc(C(=O)Nc2ccccn2)cc(OC)c1OC	-1.0	20	-0.1	-4
CC(=O)c1nn(-c2ccc(Cl)cc2)nc1Nc1cccc(-n2cnnn2)c1	1.6	4	0.1	9
CC(=O)c1ccc(NC(=O)COC(=O)/C=C/c2ccc(Cl)cc2)cc1	-1.4	5	0.1	19
COc1cccc(CNC(=O)c2ccc(CNS(=O)(=O)c3ccc(C)cc3)cc2)c1	-0.7	6	-0.1	-5
O=C(N/N=C/C1CC=CCC1)C(O)(c1ccccc1)c1ccccc1 (stereo unspecified)	2.3	-5	-0.2	0
OC(c1cccnc1)c1ccc2c(c1)CN(Cc1ccccc1F)CCO2 (stereo unspecified)	-0.7	-1	0.1	14
O=C1NC(c2ccc(Br)cc2)=C(c2ccccc2)C1=O	-1.6	-30	-0.3	-8
CC(C)(C)c1ccc(C(=O)N/N=C/c2ccc(O)cc2)cc1	2.6	-1	0.0	-6
CCOC(=O)C(C)NC(=O)CCc1nnc2ccc(N3CCN(C)CC3)nn12 (stereo unspecified)	-0.1	1	0.0	3
O=C(Nc1c2c(nn1-c1ccc(Cl)cc1)CS(=O)(=O)C2)c1cccc(Br)c1	-0.3	-2	0.7	23
COc1ccc2c(c1)sc1ncc(C(=O)N(C)c3ccccc3)c(=O)n12	-0.6	5	0.7	6
CC1CCCCN1S(=O)(=O)c1ccc(S(=O)(=O)NCc2ccccc2Cl)cc1 (stereo unspecified)	1.2	11	0.0	3
Cc1nc2c(c(N3CCCC3)n1)CN(CCS(=O)(=O)c1ccccc1)CC2	1.8	-9	-0.1	-1
CSc1ncc(Cl)c(C(=O)NCCc2ccc(S(N)(=O)=O)cc2)n1	0.1	3	-0.1	10
Cc1c(C(=O)N2CCC(C)CC2)oc2ccc(S(=O)(=O)N3CCCCC3)cc12	0.1	0	-0.2	-1
C=CCN1C(=O)/C(=C\c2cccc(OC)c2OC)SC1=S	-0.3	-14	0.0	20
Cc1cc(NNC(=O)c2ccccc2Cl)c2cccc(C)c2n1	0.3	40*	-0.2	-11
Cc1ccc(NC(=O)CS(=O)(=O)c2cn(C)c3ccccc23)c(C)c1	-0.8	-8	-0.1	-6
CC1Cc2ccccc2N1C(=O)CN(C)S(=O)(=O)c1ccc2c(c1)CCC(=O)N2 (stereo unspecified)	0.6	3	-0.1	-5
O=C(CSc1nc2ccccc2c(=O)n1Cc1ccc2c(c1)OCO2)c1ccccc1	0.4	0	0.6	8
C=CCn1c(=O)c2ccccc2n2c(SCC(=O)NC(C)C)nnc12	0.1	9	-0.1	4
CC(C(=O)N1CCN(c2ccccc2F)CC1)N(c1ccc(Cl)cc1)S(C)(=O)=O (stereo unspecified)	1.2	-6	-0.1	-8
COc1ccc(C(=O)Nc2sccc2C(N)=O)c(OC)c1	0.1	-17	0.0	5
O=C(CN1CCOCC1)Nc1ccc(-c2nc3ccccc3[nH]2)cc1	0.6	-47	0.1	14

Reformatted with values under each structure: entries from further up.
Second line of a record – GPR151 activ, TEAD-YAP inh, FBW7 act, MITF inh
> CSc1ncc(Cl)c(C(=O)NCCc2ccc(S(N)(=O)=O)cc2)n1
    0.1, 3, -0.1, 10
> Cc1c(C(=O)N2CCC(C)CC2)oc2ccc(S(=O)(=O)N3CCCCC3)cc12
    0.1, 0, -0.2, -1
> C=CCN1C(=O)/C(=C\c2cccc(OC)c2OC)SC1=S
    -0.3, -14, 0.0, 20

Grouped by structure: those above containing two or more sulfur atoms (4)
Compound	GPR151 activ	TEAD-YAP inh	FBW7 act	MITF inh
O=C(NCc1n[nH]c(=S)n1-c1ccc(F)cc1)c1ccc(S(=O)(=O)N2CCCCC2)cc1	-0.1	2	0.0	-8
CC1CCCCN1S(=O)(=O)c1ccc(S(=O)(=O)NCc2ccccc2Cl)cc1 (stereo unspecified)	1.2	11	0.0	3
CSc1ncc(Cl)c(C(=O)NCCc2ccc(S(N)(=O)=O)cc2)n1	0.1	3	-0.1	10
C=CCN1C(=O)/C(=C\c2cccc(OC)c2OC)SC1=S	-0.3	-14	0.0	20

(next part)
Compound	GPR151 activ	TEAD-YAP inh	FBW7 act	MITF inh
COC(=O)c1ccc2c(c1)C(=O)/C(=C/c1ccc(O)c(OC)c1)O2	1.0	-2	0.3	4
COC(=O)c1ccc(NS(=O)(=O)c2cnc[nH]2)cc1	1.6	7	0.3	3
COc1ccc(N(CCN2C(=O)c3cccc4c(Br)ccc(c34)C2=O)C(=O)c2cc(C)cc(C)c2)cc1	1.6	-3	0.6	-6
COc1ccc(CCNc2nc(Nc3cc(OC)c(OC)c(OC)c3)nc3c2ncn3CCN2CCCC2=O)cc1	-0.8	29	-0.1	2
Cn1cccc1CN1CCN(Cc2ccc(F)cc2)CC1	-1.2	4	-0.2	65*
O=C(Nc1ccc2c(c1)OCCO2)N1CCOCC1	2.4	-38	0.0	11
COc1cccc(C(=O)N/N=C/c2cc(C)n(-c3cccc([N+](=O)[O-])c3)c2C)c1	0.1	-30	-0.1	13
COC(=O)c1ccc(NC(=O)CN(c2ccc(OC)cc2)S(C)(=O)=O)cc1	-0.1	-72	-0.2	2
COc1cccc(-n2nc(C(=O)Nc3ccc(C)c(F)c3)c3ccccc3c2=O)c1	0.0	0	0.1	19
CC(=O)c1ccc(OCC(=O)N2CCCC(c3ncncc3-c3ccccc3Cl)C2)cc1 (stereo unspecified)	3.4	-1	0.0	13
Cc1noc(C)c1CCC(=O)N[C@H](Cn1nc(C2CC2)ccc1=O)C(C)C	0.9	-2	0.3	0
O=C1CC(Nc2ccc(N3CCOCC3)cc2)C(=O)N1c1ccc(SC(F)F)cc1 (stereo unspecified)	-0.2	-3	-0.3	7
O=C(Nn1c(-c2cccs2)nc2ccccc2c1=O)c1cc2ccccc2oc1=O	1.5	2	-0.3	-13
O=C(CNC(=O)C1CCCCC1)NNC(=O)c1ccc([N+](=O)[O-])cc1	0.1	7	0.6	-5
O=C(NCc1ccccn1)C(C(=O)c1ccc(F)cc1)n1ccccc1=O (stereo unspecified)	1.6	0	-0.3	4
Cc1ccc(C)c(-c2cc(C(=O)OCC(=O)c3ccc(Cl)cc3)c3ccccc3n2)c1	-1.3	3	0.1	9
CCOC(=O)CSC1=NC(=O)/C(=C\c2ccc(Cl)cc2)S1	-1.5	-34	-0.3	4
Cc1cc(C)c(S(=O)(=O)N(C)C)c(C)c1	0.2	5	0.5	9
O=C1OC(/C=C/c2ccccc2)=NC/1=C/c1ccc(Cl)cc1Cl	1.9	6	0.0	0
COc1ccc(NC(C)(C)c2nnnn2-c2c(C)cccc2C)cc1	-1.5	13	0.1	10
CCCC(=O)c1ccc(N2CCN(C(=O)c3ccc(F)cc3F)CC2)c(F)c1	-1.0	-4	0.1	6
Cc1cc(C(C)(C)C)ccc1OCCNCCO	-0.6	-10	0.1	22
COc1ccc(N2CC(c3nc4ccccc4n3CC(O)COc3ccc(C)c(C)c3)CC2=O)cc1 (stereo unspecified)	2.9	2	0.8	12
CCC1CCCCN1Cc1c(O)ccc2c(=O)c(Oc3ccc(OC)cc3)c(C(F)(F)F)oc12 (stereo unspecified)	2.3	0	-0.1	-2
CN1C(=O)CCC12CCN(C(=O)Cc1c(F)cccc1Cl)CC2	-0.1	0	0.1	19
O=C1NC2(CCCC2)N=C1c1ccc(F)cc1	0.0	-6	-0.2	-2
COC(=O)C1=C(C(=O)OC)[C@@H]2N(Cc3ccccc3)c3ccccc3[C@@]23C[C@@H](C(=O)OC)N(C(=O)Nc2ccccc2F)C3=N1	-1.3	nt	-0.1	5
COc1ccccc1CC(=O)Nc1cnc2cnc(-c3cc(OC)c(OC)c(OC)c3)cn12	-0.2	7	-0.2	-8
O=C1OC(c2ccco2)=N/C1=C\c1cc(Br)cs1	0.1	-1	0.0	-3
O=C(OCCN1C(=O)c2cccc3c(N4CCOCC4)ccc(c23)C1=O)c1cccc(Br)c1	-0.1	-1	0.3	-7
COc1ccc(C(=O)COC(=O)c2cc3ccccc3cc2N)cc1	-0.6	-12	0.6	14
CCOC(=O)c1sc(NC(=O)COc2ccc(I)cc2)c(C(=O)OCC)c1C	-1.4	6	-0.1	16
C/C(Cl)=C/Cn1c(N2CCNCC2)nc2c1c(=O)[nH]c(=O)n2C	-1.3	11	0.5	17
COCCCNc1nc2c(c(=O)n(C)c(=O)n2C)n1Cc1c(F)cccc1Cl	0.3	8	0.3	-3
COc1ccc(N(CC2CO2)S(=O)(=O)c2ccc(C)cc2)cc1 (stereo unspecified)	0.3	-5	-0.1	4
COc1ccc(-c2nc3ncnc(NCc4cccc(C(F)(F)F)c4)c3[nH]2)cc1	-0.9	46*	-0.2	4
Cn1c(SCC(=O)NC23CC4CC(CC(C4)C2)C3)nnc1-c1cccc([N+](=O)[O-])c1	1.4	10	0.0	6
COC(=O)c1ccc(/C=C2\N=C(c3cccc(I)c3)OC2=O)cc1	0.1	6	0.0	11
Cn1ccnc1SCC(=O)Nc1ccc(Cl)cn1	1.9	-14	-0.1	8
COc1c(Cl)cc(Cl)cc1/C=N\NC(=O)c1cc([N+](=O)[O-])cc([N+](=O)[O-])c1	0.8	2	0.6	4
COc1ccc(-n2cc(C(=O)N3CCN(c4ccccc4F)CC3)c3ccccc3c2=O)cc1	0.2	-1	0.0	7
Cc1c(NC(=O)CN(c2ccc(Cl)c(C(F)(F)F)c2)S(=O)(=O)c2ccccc2)c(=O)n(-c2ccccc2)n1C	0.7	7	0.9	2
CCCOc1ccc(/C=C/C(=O)Nc2cccc(OC)c2)cc1	-6.8	-37	0.4	9
COc1cc2c(cc1NC(C)=O)CCCC2	-0.3	-2	-0.1	-4
COc1ccc(NC(=O)c2ccc(N3CC4CC(C3)c3cccc(=O)n3C4)c([N+](=O)[O-])c2)cc1OC (stereo unspecified)	-0.2	-4	0.0	4
Cc1ccc(-n2ncc3c(=O)n(CC(=O)N4CCC(C)CC4)cnc32)cc1C	-1.4	10	-0.1	1
O=S(=O)(Cc1ccccc1Cl)Oc1cccc2cccnc12	0.6	-21	0.0	9
CCOc1ccc(C2Nn3c(C)nnc3SC2C(=O)Nc2ccccc2OC)cc1 (stereo unspecified)	0.2	8	0.0	8
